CHO-K1 Ca antag – M1 antagonist counterscreen hit in parental CHO-K1 cells | ATP-induced calcium, Fluo-8 fluorescence | inhibition, % at 3 µM | 360,000 tested, 0.6% active;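 active means inhibition above a per-plate cutoff, the plate's mean sample inhibition plus 3 SD, cut at about 24% in these data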;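 further: 0% = DMSO plus EC80 ATP and 100% = DMSO alone without ATP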
CHO-K1 Ca ag – nonselective activator or artifact in parental CHO-K1 cells; Fluo-8 calcium fluorescence; scaled to maximal ATP response, vehicle zero; activation, % at 3 µM; 360,000 tested, 0.48% active; in the data active means activation above about 15%;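 further: untransfected CHO-K1 host cells lacking M1 receptor as counterscreen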
OXTR potentiator – human OXTR potentiation; 320,000 tested, 0.061% active; CHO-OTR cells, Fluo-8 calcium fluorescence, potentiator mode; 0% = oxytocin EC15, 100% = EC100; AID 2445; activation, % at 3 µM;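 active means activation above that plate's cutoff, the mean activation of tested compounds plus 3 SD, cut at about 6.6% in these data, passing the limit was not always enough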;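 further: 100% uses oxytocin at 75 nM as the full agonist control; some results filed as inactive read as strong as hits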
Target sequence (P30559 whole entry, looked up): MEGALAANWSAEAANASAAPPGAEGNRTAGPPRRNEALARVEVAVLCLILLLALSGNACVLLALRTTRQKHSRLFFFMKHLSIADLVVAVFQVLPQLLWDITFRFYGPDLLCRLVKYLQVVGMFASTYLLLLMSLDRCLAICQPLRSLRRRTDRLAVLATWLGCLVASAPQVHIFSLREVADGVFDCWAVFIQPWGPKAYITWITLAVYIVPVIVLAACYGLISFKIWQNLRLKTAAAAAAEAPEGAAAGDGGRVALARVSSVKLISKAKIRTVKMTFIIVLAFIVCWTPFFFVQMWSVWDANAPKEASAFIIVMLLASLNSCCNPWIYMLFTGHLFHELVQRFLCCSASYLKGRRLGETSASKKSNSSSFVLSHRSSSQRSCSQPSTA
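Assay system: CHO cell line stably expressing human OTR | Also added: Oxytocin at about EC15, sub-maximal agonist stimulus | Times: Compound 6 min at room temperature before oxytocin, 100 s read | Measured by: Fluo-8 intracellular calcium fluorescence, ex 470-495, em 515-575 nm | Controls: EC15 oxytocin alone as 0%, 75 nM oxytocin as 100%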
M4 ag – agonists of human muscarinic M4 receptor (CHRM4); P08173; CHO-K1 hM4/Gqi5, Fluo-8 calcium fluorescence; vehicle 0%, full acetylcholine response 100%; activation, % at 3 µM; 360,000 tested, 0.14% active; AID 624127;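 active means activation above the run mean over all test wells plus 3 SD, cut at about 32% in these data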;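 further: peak over basal fluorescence ratio per well then scaled between controls; 0% = DMSO wells and 100% = acetylcholine at EC100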
Target sequence (P08173 whole entry, looked up): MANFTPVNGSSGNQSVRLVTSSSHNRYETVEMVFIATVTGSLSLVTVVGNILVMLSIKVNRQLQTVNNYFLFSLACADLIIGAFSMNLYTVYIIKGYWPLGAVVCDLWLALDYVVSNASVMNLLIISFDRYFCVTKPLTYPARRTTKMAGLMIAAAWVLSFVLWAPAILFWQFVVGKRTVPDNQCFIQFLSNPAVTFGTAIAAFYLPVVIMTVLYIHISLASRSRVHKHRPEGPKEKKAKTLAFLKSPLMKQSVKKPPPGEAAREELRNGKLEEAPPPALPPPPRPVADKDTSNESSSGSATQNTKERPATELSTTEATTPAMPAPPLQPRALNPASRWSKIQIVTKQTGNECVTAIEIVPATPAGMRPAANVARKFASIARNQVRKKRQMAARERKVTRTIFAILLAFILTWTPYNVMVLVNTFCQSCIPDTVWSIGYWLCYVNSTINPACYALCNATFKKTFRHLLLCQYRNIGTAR
M1 PAM – positive allosteric modulators of human M1 muscarinic receptor; activation, % at 3 µM; 360,000 tested, 0.088% active; CHO-K1 hM1, Fluo-8 calcium fluorescence, ACh EC20; 0% = ACh EC20, 100% = maximal ACh; P11229; in the data active means activation above about 19%, passing the limit was not always enough
CHRM4 antagonist – blocks acetylcholine activation of human M4 receptor. P08173. CHO-hM4 cells, ACh EC80, Fluo-8 calcium fluorescence. inhibition, % at 3 µM. 360,000 tested, 0.73% active. AID 624125;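 active means inhibition above its plate's cutoff, the mean inhibition of sample wells plus 3 SD, cut at about 27% in these data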;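 further: 0% = acetylcholine EC80 with DMSO and 100% = DMSO without agonist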
CHO parental Ca – counter-screen for OX1R antagonists: effect in parental CHO cells | parental CHO-K1, ATP-induced calcium, Fluo-8 fluorescence | inhibition, % at 5.6 µM | 330,000 tested, 0.63% active | AID 463079;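 active means inhibition above that plate's mean sample inhibition plus 3 SD, cut at about 26% in these data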;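 further: 0% = ATP-challenged DMSO wells and 100% = DMSO wells without ATP; some compounds past the cut are filed as inactive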
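test system = CHO parental line | reagent = ATP stimulus | measured by = intracellular calcium via Fluo-8 no-wash fluorescent dye | control set = ATP and no-ATP DMSO wells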
CHRM1 agonist – human M1 muscarinic receptor agonism | P11229 | activation, % at 3 µM | CHO-K1 hM1, Fluo-8 calcium fluorescence, agonist mode; 0% DMSO, 100% acetylcholine EC100 | 360,000 tested, 0.33% active;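 active means activation above the run's mean compound activation plus 3 SD, cut at about 16% in these data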;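 further: peak over basal fluorescence ratio within a 140 s kinetic read after compound addition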
CHRM1 antagonist – antagonists of human M1 muscarinic receptor; inhibition, % at 3 µM; CHO-K1 hM1, Fluo-8 calcium fluorescence, ACh EC80 antagonist; 360,000 tested, 1.3% active; P11229;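 active means percent inhibition above its own plate's cutoff, namely the mean of that plate's compound wells plus 3 SD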;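 further: peak over basal fluorescence ratio during 140 s after agonist addition; 0% = ACh EC80 plus DMSO and 100% = DMSO alone without agonist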
An asterisk follows results filed as active; nt = not tested or not shown. A portion of the library (hit frequency here may not be typical).

molecule	CHO-K1 Ca antag	CHO-K1 Ca ag	OXTR potentiator	M4 ag	M1 PAM	CHRM4 antagonist	CHO parental Ca	CHRM1 agonist	CHRM1 antagonist
COc1ccc(S(=O)(=O)NC(CC(=O)N2CCC3(CC2)OCCO3)C(C)C)cc1 (configuration not stated)	-3	0.0	-1	0	7	-5	-8	-3	-9
COc1ccccc1CC1/C(=N/O)C2CCN1CC2 (configuration not stated)	-5	-0.2	-4	1	-9	14	-2	-9	10
Cc1cc(/C=C2\C(=O)NC(=O)N(c3ccc(Br)cc3)C2=O)c(C)n1C	4	-0.1	-4	1	3	-2	-2	-5	2
CCCC(=O)NC(Oc1ccccc1Cl)C(Cl)(Cl)Cl (configuration not stated)	-5	-0.3	3	-3	-4	13	1	-9	2
Cc1c(C(=O)N2CCC3(CC2)OCCO3)sc2ncnc(N3CCN(c4ccccn4)CC3)c12	-8	7.3	-3	24	-12	15	-11	-6	28
CN1C(=O)N(C)C(=O)C2(Cc3cc(NC(=O)c4ccccc4)ccc3N3CCCC32)C1=O (configuration not stated)	-12	0.5	-10	0	5	1	5	-4	-7
O=c1cccc2n1CC1CC2CN(C(c2ccccc2)c2sc3ncnn3c2O)C1 (configuration not stated)	2	0.1	3	2	3	1	-11	-2	-6
O=C1c2ccccc2C(=O)N1Cc1nc2ccccc2c(=O)n1-c1cccnc1	-12	0.5	-7	0	5	-10	1	-3	-3
N=C1c2ccccc2CN1NC(=O)c1ccco1	-14	2.0	2	0	15	-8	1	-1	-24
O=C(c1ccc(C(F)(F)F)cc1)C1CCCN(C2CCSCC2)C1 (configuration not stated)	-12	0.5	-6	2	-32	24	-13	-14	57*
Cc1c2cnn(CC(=O)N3CCC4(CC3)OCCO4)c(=O)c2c(C)n1Cc1ccccc1	-11	0.5	-4	1	10	2	-13	-2	-14
Brc1ccc2c(c1)C(OC1CN3CCC1CC3)c1ccccc1CS2 (configuration not stated)	2	3.3	-6	10	-24	100*	9	-8	101*
Fc1ccc(NC(=S)N2Cc3ccccc3-n3nncc3C2)cc1	12	-0.1	nt	2	1	-23	nt	-2	-8
O=C1NC(=O)C(=Cc2ccsc2)C(=O)N1	-10	0.3	-4	1	1	-4	-12	-5	-6
COC(=O)C1=C(c2ccc(-c3ccccc3)c(F)c2)C[C@@H]2CC[C@H]1N2C(=O)NC1CC1	-15	4.0	-8	8	-5	3	-21	-4	7

Single records (already shown).
`COc1ccc(S(=O)(=O)NC(CC(=O)N2CCC3(CC2)OCCO3)C(C)C)cc1` (configuration not stated) is entered as CHO-K1 Ca antag = -3; CHO-K1 Ca ag = 0.0; OXTR potentiator = -1; M4 ag = 0; M1 PAM = 7; CHRM4 antagonist = -5; CHO parental Ca = -8; CHRM1 agonist = -3; CHRM1 antagonist = -9
`N=C1c2ccccc2CN1NC(=O)c1ccco1` is entered as CHO-K1 Ca antag = -14; CHO-K1 Ca ag = 2.0; OXTR potentiator = 2; M4 ag = 0; M1 PAM = 15; CHRM4 antagonist = -8; CHO parental Ca = 1; CHRM1 agonist = -1; CHRM1 antagonist = -24

(next part)
molecule	CHO-K1 Ca antag	CHO-K1 Ca ag	OXTR potentiator	M4 ag	M1 PAM	CHRM4 antagonist	CHO parental Ca	CHRM1 agonist	CHRM1 antagonist
Cc1ccc2c(c1)C1C[N+](C)(CC(=O)c3ccc(Cl)cc3Cl)CCC1N2C(=O)c1ccc(F)cc1 (configuration not stated)	-13	3.0	9	12	-19	4	-11	-6	34*
COC(=O)C1=C(c2ccc(OCc3ccccc3)cc2)C[C@@H]2CC[C@H]1N2C(=O)NCCCCc1ccccc1	-12	1.2	nt	-1	3	-9	nt	1	-8
CC(C)(C)n1cc(C(=O)c2ccccc2OCCCF)cn1	-6	0.6	-11	0	0	6	-13	-6	2
CC(C)(C)N1Cc2ccccc2C1=N	-8	0.9	-15	1	3	-5	9	-5	-5
CC1(C)C(c2ccccc2)=NC(c2cccnc2)N1O (configuration not stated)	-1	0.3	-3	2	-5	2	-7	-5	3
O=C1NC(=O)C(=Cc2ccc3ccccc3c2)C(=O)N1	-8	0.3	-14	1	13	11	1	-1	-7
COC(=O)C1=C(c2ccc3ccccc3c2)C[C@@H]2CC[C@H]1N2C(=O)N1CCC(O)CC1	-1	0.3	-7	2	0	-1	-12	-4	-7
O=c1[nH]c(=O)n(Cc2ccco2)c(O)c1C=NC1CCN(Cc2ccccc2)CC1	-16	1.2	2	0	0	7	-12	-8	3
O=C(CNC(=O)OCc1ccccc1)Nc1ccc(Br)cc1C(=O)c1ccccc1	-6	1.0	-21	2	-1	-7	0	-5	2
c1ccc(C2NCc3ccccc3-n3cccc32)cc1 (configuration not stated)	-8	2.7	-8	2	4	-4	-18	-8	-9
O=[N+]([O-])c1cccc(CN2CC=C(c3ccc(F)cc3)CC2)c1	-18	0.5	nt	-1	-15	13	nt	-10	9
COP(=O)(NS(=O)(=O)c1ccccc1)OC	-3	-0.1	-5	1	12	-2	-1	-4	-14
C[C@]12CC[C@@H](O)CC1=CCC1C2CC[C@@]2(C)C1C[C@@H](F)[C@@H]2O (some centres not stated)	-10	0.6	6	3	5	-3	16	-1	-13
Cc1cccc(NC(=S)N2CC3CC(C2)c2cccc(=O)n2C3)c1C (configuration not stated)	-5	0.6	-7	0	0	-4	6	-5	-6
O=C(N/N=C/c1c(O)n(Cc2ccc(F)cc2)c(=S)[nH]c1=O)c1ccncc1	-12	1.1	-2	0	4	-2	-3	0	-8
CCCCCSc1cc(O)c(C(CNC)C(C)C)cc1OC (configuration not stated)	2	1.9	-12	7	-7	7	-6	-9	5
Oc1c(Cl)cccc1Cc1cc(Cl)cc(Cl)c1O	15	7.9	nt	10	-22	10	nt	3	41*
CCCCn1nnnc1C(C1CC1)N1CCC(n2c(=O)[nH]c3ccccc32)CC1 (configuration not stated)	-10	7.3	nt	22	-6	17	nt	0	-5
C#CC[N+]1(C)[C@@H]2CC[C@H]1CC(OC(=O)C(CO)c1ccccc1)C2 (some centres not stated)	-17	0.2	3	1	-31	99*	-3	-9	99*
Nc1ccc([N+](=O)[O-])cc1	-11	0.2	-4	1	4	-2	-2	-1	-8
CCCCCn1c(=O)c(C(=O)Nc2ccccc2)c(O)c2ccccc21	-9	0.9	-7	0	10	-9	-2	-3	-19
CCC(C(=O)N1CCC2(CC1)OCCO2)n1c2ccccc2c2nc(=O)cc(C)n21 (configuration not stated)	-3	-0.2	-8	0	4	3	-21	-6	-9
COC(=O)C1=C(c2cc3ccccc3s2)C[C@@H]2CC[C@H]1N2C(=O)NCC1CC1	-11	0.1	0	5	0	-7	-16	-11	-14
O=C(C1CCN(S(=O)(=O)N2CCOCC2)CC1)N1CCC2(CC1)OCCO2	-10	0.6	-5	0	8	-2	-6	-4	-8
O=c1[nH]c(O)c(N=Nc2cc(C(F)(F)F)ccc2Cl)c(=O)[nH]1	-6	-1.4	-10	0	2	-17	-10	-1	-6
CNS(=O)(=O)c1ccc(N=Cc2c(O)n(-c3ccc(C)cc3)c(=O)[nH]c2=O)cc1	3	0.0	-4	1	5	0	-5	-3	-7
CCOc1ccc(N2C(=O)/C(=C/c3ccco3)C(=O)NC2=S)cc1	6	-0.3	-3	0	13	-12	4	2	-12
CCn1c(C)cc(/C=C2\C(=O)NC(=O)N(c3ccccc3C)C2=O)c1C	-9	0.8	9	1	7	7	-8	-6	-7
CCN(CC)c1ccc(N=Cc2c(O)n(CCC3=CCCCC3)c(=O)[nH]c2=O)cc1	-1	-0.5	-3	1	6	2	-19	-2	-1
Cc1ccc(S(=O)(=O)N2CC2(C)CCl)cc1 (configuration not stated)	3	-0.2	7	0	13	-5	-7	-2	-10
CC#CP(=O)(OCC)C(O)(c1ccccc1)C(F)(F)F (configuration not stated)	1	-0.5	-17	0	3	-4	-9	-3	-5
COc1cccc(CN2CCNCC2)c1	2	0.1	-7	0	4	0	0	1	-8
COc1ccc(-n2nnnc2C(c2cc3ccccc3o2)N2CCC(n3c(=O)[nH]c4ccccc43)CC2)cc1 (configuration not stated)	1	3.0	nt	13	-4	20	nt	4	-10
CCc1c(C)nc(N)nc1N1N=C1SCC(=O)OC	-6	0.3	-3	2	3	-3	-7	-5	-12
COC(=O)C1=C(c2ccc3ccccc3c2)C[C@@H]2CC[C@H]1N2C	3	0.4	-5	2	-6	2	-12	-8	4
Cc1cccc(N=Cc2c(O)n(C)c(=O)n(C)c2=O)c1	-6	0.1	-12	0	10	-2	-12	-1	-23
CCOC(=O)Cn1cc(C=C2C(=O)N(C)C(=O)N(C)C2=O)c2ccccc21	-8	-0.2	-18	1	17	-21	-17	-2	-13
COc1ccc2c(c1)NP(=S)(c1ccccc1)N2 (configuration not stated)	-16	-0.1	nt	1	5	-17	nt	1	-17
CN1C2CCC1CC(OC(=O)CCN1CCCC1)C2 (configuration not stated)	3	-0.1	0	0	5	5	-6	-5	-1
CC(=NCCN1CCCCC1)c1c(O)n(Cc2ccccc2)c(=O)[nH]c1=O	-7	0.3	-5	2	-2	0	0	-14	2
N=C1c2ccccc2CN1c1ncccn1	20	-0.4	1	1	-2	0	-1	-1	11
COC(=O)C1=C(c2cccc(OC)c2OC)C[C@@H]2CC[C@H]1N2C(=O)N1CCC(C)CC1	-6	-0.2	-9	1	7	5	-13	-4	-6
Cc1ccc(N2C(=O)NC(=O)/C(=C\c3ccoc3)C2=O)cc1	4	6.1	-15	5	6	2	0	-3	0
Cc1ccc(-n2c(=O)[nH]c3ccccc3c2=O)cc1[N+](=O)[O-]	10	0.8	nt	3	3	3	nt	2	-8
CCCN1CC(C)C(OC(C)=O)(c2ccccc2)CC1C (configuration not stated)	-4	0.0	-13	1	3	5	-8	-5	-1
C[C@@]1([C@@H](NP(=O)(c2ccccc2)c2ccccc2)c2ccccc2)C[C@H]1CCO	-18	-0.1	1	1	6	-1	-25	-4	-2
COc1ccc(CCn2c(O)c(C=Nc3ccc(F)cc3)c(=O)[nH]c2=O)cc1OC	-7	0.3	0	1	3	-1	-15	-2	-6
COc1ccc(S(=O)(=O)N2Cc3ccccc3-n3nncc3C2)cc1	-12	4.6	nt	5	-3	3	nt	-4	-3
O=C(O)Cn1cc(/C=C2\C(=O)NC(=O)N(c3ccc(Cl)cc3)C2=O)c2ccccc21	-8	0.7	-11	2	0	-13	3	1	-7
C[C@@H]1CN([C@@H](C)CO)C(=O)CCCn2nncc2CO[C@H]1CN(C)C(=O)Oc1ccccc1	5	-0.2	nt	1	1	-14	nt	-4	-8
Cc1cccc(N=Nc2ccc(N(C)C)cc2)c1	-19	0.3	-9	0	13	7	-5	-3	-11
O=C(Nc1ccc2c(c1)OCO2)c1cn(Cc2ccc(F)cc2)nn1	-4	0.9	-4	2	5	-8	2	1	-17
COc1ccc(OC)c(CN2CCN(C(=O)COc3cccc(C)c3)CC2)c1	-8	1.1	-1	2	5	-4	-8	-4	-10
COc1ccc(N=C2SCCCN2C)cc1	-6	0.2	-8	1	3	17	5	-4	-7
Cc1ccc2ccccc2c1NC(=O)CNC1CCCCC1	9	0.6	-1	3	4	-12	-12	-1	-4

High-throughput results from PubChem BioAssay.
